# NCOA2 inhibitor: inhibition of GAL4-SRC2 driven luciferase reporter, primary screen, SRC2 inhibitor project, cell-based, luminescence | HEK293 GAL4-SRC2 luciferase reporter | 0.17% of 370,000 active | inhibition, % at 9 µM | AID 651957, 2012 | Nuclear receptor coactivator 2 (Homo sapiens), Q15596;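 active = inhibition above the mean inhibition of all tested compounds plus 3 SD, set per campaign, cut at about 52% in these data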;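 also: 0% = DMSO treated cells and 100% = cells given Gossypol at 36 µM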
# SRC3 inh: SRC3 coactivator transcriptional activity inhibitors, primary screen, cell-based, luminescence | inhibition, % at 3.6 µM | 0.17% of 360,000 active | Nuclear receptor coactivator 3 (Homo sapiens), Q9Y6Q9 | HEK293 GAL4-SRC3 luciferase reporter;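 active = inhibition above a per-campaign cutoff, the mean of all compounds plus 3 SD, cut at about 60% in these data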;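 also: 0% = DMSO-treated cells and 100% = gossypol-treated cells at 36 µM; higher means less SRC3-driven luciferase light from the GAL4 reporter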
# TROY signal inh: inhibitors of TROY-driven NF-kB signaling, primary screen, Q293 LMP1-TROYcd cells, NF-kB luciferase, uHTS; Q293 LMP1-TROYcd NF-kB luciferase reporter, 4 h; inhibition, % at 10 µM; 0.98% of 360,000 active;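 active = compounds whose plate-normalised and pattern-corrected inhibition of the luciferase reporter signal at the single screening dose is 50% or more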
# NR5A2 inv ag: LRH-1 (NR5A2) inverse agonists, primary screen, cell-based, luminescence, HEK293T, StAR-luciferase reporter; inhibition, % at 3.6 µM; 0.13% of 360,000 active; LRH-1 transfected, 24 h;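 active = inhibition above the mean inhibition of all tested compounds plus 3 SD, cut at about 73% in these data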;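 also: 0% = DMSO wells and 100% = reporter-only cells lacking LRH-1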
# TLR9-MyD88 block: inhibitors of TLR9-MyD88 association in cells, primary screen, cell-based, CHO, BLA complementation, fluorescence. CCF4 FRET ratio. inhibition, % at 4.98 µM. Toll-like receptor 9 (Homo sapiens) + Myeloid differentiation primary response protein …. 0.21% of 340,000 active;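 active = inhibition above the mean over all tested compounds plus 3 SD, cut at about 21% in these data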;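 also: 0% = DMSO only wells and 100% = clavulanate BLA inhibitor control wells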
# NOD2 RIPK2 PPI: NOD2-RIPK2 binding disruptors in cells, primary screen, fluorescence, CHO cells, BLA complementation. Receptor-interacting serine/threonine-protein kinase 2 (Homo sapiens), O43353. CCF4 ratio. inhibition, % at 4.98 µM. 0.38% of 360,000 active. AID 624267, 2012; in the data active = inhibition above about 21%;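 also: 0% = vehicle only and 100% = reference blocker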
# TWEAK-Fn14 inh: inhibitors of TWEAK-Fn14 signaling, primary screen, luciferase reporter cells, uHTS. TWEAK-stimulated Fn14 reporter cells, luciferase luminescence, 8 h. inhibition, % at 10 µM. 2% of 360,000 active. AID 1159606, 2016; in the data active = inhibition above about 50%
# SRC1 inh: SRC1 coactivator transcriptional activity inhibitors, primary screen, cell-based, luminescence. HEK293 GAL4-SRC1 luciferase reporter. inhibition, % at 3.6 µM. Nuclear receptor coactivator 1 (Homo sapiens), Q15788. 0.12% of 360,000 active;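 active = inhibition above the campaign mean plus 3 SD, with each screening campaign given its own cutoff, cut at about 60% in these data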;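 also: 0% = DMSO treated cells and 100% = gossypol at 36 µM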
# COUP-TFII inh: NR2F2 transcriptional activity inhibitors, primary screen, cell-based, luciferase reporter, HEK293T, luminescence; inhibition, % at 8.6 µM; 0.7% of 370,000 active; AID 686940, 2013; HEK293T NGFI-A luciferase reporter; COUP transcription factor 2 (Homo sapiens), P24468;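 active = inhibition above a per-plate cutoff, mean inhibition of test wells between control levels plus 3 SD, cut at about 38% in these data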;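 also: cells cotransfected with COUP-TFII expression vector driving the NGFI-A reporter; 0% = median of COUP-TF2 test wells and 100% = reporter-only cells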
# Exocytosis inh: LAMP-1 surface exposure blockers, TALL-104 cells – cell-based, flow cytometry, MLPCN library, primary screen; TALL-104 LAMP-1 surface exposure; cells stimulated with thapsigargin and PMA; inhibition, % at 10 µM; 0.66% of 360,000 active;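 active = inhibition above about 55%, limit read from the data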
# ABHD5 PLIN5 PPI: ABHD5-PLIN5 interaction inhibitors, primary screen, cell lysate, split luciferase complementation, luminescence | inhibition, % at 4 µM | 0.78% of 360,000 active | Perilipin-5 (Homo sapiens) + 1-acylglycerol-3-phosphate O-acyltransferase ABHD5 (Homo … | AID 602281, 2012 | Split G. princeps luciferase complementation, 4 h;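 active = inhibition above the mean inhibition across every tested compound plus 3 SD, cut at about 22% in these data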;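 also: 0% = DMSO only wells and the 100% control is not disclosed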
# Starred values were filed as active, the others as inactive; nt = no result given. Not all compounds are listed; the hit share may differ from the screen's.
# Each structure is followed by: NCOA2 inhibitor	SRC3 inh	TROY signal inh	NR5A2 inv ag	TLR9-MyD88 block	NOD2 RIPK2 PPI	TWEAK-Fn14 inh	SRC1 inh	COUP-TFII inh	Exocytosis inh	ABHD5 PLIN5 PPI
- COc1ccc(NC(=O)C(=O)Nc2cccc3cccnc23)c(OC)c1
 : -4	10	-26	19	-2	-19	-20	6	-5	-1	5
- CCOc1ccccc1NC(=O)c1cc(-c2ccccn2)nc2ccccc12
 : -22	-5	16	17	-4	-3	20	4	4	18	-1
- COc1ccc(NC(=O)C(CCS(C)(=O)=O)N2C(=O)c3ccccc3C2=O)cc1 (stereo not given)
 : 8	19	2	13	-10	6	-1	-6	-3	-1	9
- Oc1cccc2ccc(/C=C/c3cccs3)nc12
 : -69	-79	-40	-121	0	-1	6	-124	-30	-4	-6
- CCN(CC)C(=O)CSc1nc2cc3c(cc2c(=O)n1Cc1ccco1)OCO3
 : 11	6	11	12	2	-2	9	-4	-4	-1	-6
- COc1ccc(NC(=O)CN2CCN(CC(=O)Nc3cc(OC)cc(OC)c3)CC2)cc1
 : -28	13	-2	11	-1	-4	-11	-13	-14	-3	8
- COc1ccccc1-n1nnnc1SCC(=O)N1CCCC1=O
 : -29	8	-32	-1	4	2	24	7	-5	1	-7
- Cc1cn([C@H]2C[C@H](O)[C@@H](CNS(=O)(=O)N3CCCC3)O2)c(=O)[nH]c1=O
 : 3	9	-1	-6	-1	-3	1	6	-9	-2	-4
- CCNC(=S)N(CCc1c(C)[nH]c2ccccc12)Cc1cc(OC)c(OC)c(OC)c1
 : -4	8	4	18	-2	9	14	-3	9	0	3
- CSCCC(NC(=O)c1ccc(Cl)cc1Cl)C(=O)N(C)Cc1nc2ccccc2c(=O)[nH]1 (stereo not given)
 : -11	-3	10	28	0	-7	-10	-15	-28	8	-2
- Cc1onc(-c2ccccc2)c1C(N)=O
 : -43	3	-2	-16	5	-3	2	-86	-11	-4	4
- CC(C)(C)N(Cc1ccccc1)C(=O)CN1C(=O)c2ccccc2C1=O
 : -57	-80	0	-8	5	-7	-9	-46	-41	6	-11
- CCN1C(=O)C(CC(=O)Nc2ccccc2)S/C1=N\c1ccccn1 (stereo not given)
 : -22	8	22	14	-1	-7	-16	-14	3	0	3
- CC(=O)/C(=N\Nc1ccc(C)cc1)N1CCOCC1
 : -2	0	4	4	10	3	-14	-38	-11	0	-7
- CS(=O)(=O)c1ccc(Cl)c(NC(=O)CSc2nc3ccccc3c(=O)n2Cc2ccco2)c1
 : -11	20	-1	4	5	-7	-35	3	-12	0	8
- Cc1cc(-c2n[nH]c(=S)n2/N=C/c2c[nH]c3ccccc23)n[nH]1
 : -40	19	-10	5	12	8	-11	-8	-10	-3	-2
- CNS(=O)(=O)c1cccc(C(=O)OCC(=O)Nc2ccccc2OC(F)F)c1
 : 18	10	4	-13	2	1	8	-11	12	-2	2
- COc1ccccc1-c1n[nH]c(=S)n1N
 : -6	24	42	5	-3	3	-12	1	-9	-1	1
- Cn1c(=O)c(=O)n(C)c2cc(S(=O)(=O)N3CCN(c4ccc(F)cc4)CC3)ccc21
 : 10	12	18	6	-2	1	6	-22	3	1	6
- CCN(CC(=O)Nc1cccc(OC)c1)C(=O)c1ccco1
 : -13	-11	-12	-5	8	-2	7	6	-16	-22	5
- C=CCSc1nnc(NC(=O)CSc2nc3ccccc3o2)s1
 : 6	-8	-12	0	4	7	1	3	30	0	9
- C/C(=N\NC(=O)c1nnn(-c2nonc2N)c1-c1ccc2c(c1)OCO2)c1ccccc1
 : 24	5	-3	10	0	-15	-14	-13	1	0	-2
- CCC(CO)Oc1cc(NCc2cc(C)cc(C)c2)c2ncn(C(C)C)c2c1 (stereo not given)
 : -32	-15	1	11	-2	2	26	1	-12	-2	4
- Cc1ccc(Nc2nc(N)nc(CN3CCN(Cc4ccc5c(c4)OCO5)CC3)n2)cc1C
 : -16	7	18	-4	4	8	-20	-11	23	-1	9
- CCN=C(NCC)SC1CC(=O)N(c2ccccc2)C1=O (stereo not given)
 : 3	2	3	12	1	-9	-27	6	17	4	-1
- CC(=O)Nc1ccc(OC(=O)c2cc3ccccc3oc2=O)cc1
 : -2	-5	0	-22	5	-1	-8	-27	11	1	7
- COc1cc(NC(=O)c2cc(Cl)nnc2Cl)cc(OC)c1OC
 : 5	12	0	9	-11	2	-27	4	-2	0	0
- CC(=O)Nc1ccc2c(c1)nc(CCN1CCN(c3ccccn3)CC1)n2C
 : -12	10	3	-7	-1	-4	-19	-15	-9	-8	2
- CCN(CC)C(=O)Oc1ccc2ccccc2c1Cl
 : -25	-72	-95	-47	6	2	13	-75	-31	-3	11
- O=c1nccc(N/N=C/c2cccc(O)c2)[nH]1
 : -16	-56	-26	-50	-2	3	-5	-41	7	-6	-7
- COCCN(C(=O)CSc1nnc(C)n1-c1ccc(C)cc1)c1c(N)n(Cc2ccccc2)c(=O)[nH]c1=O
 : -8	6	-15	10	1	3	8	-15	-14	-2	3
- O=C(CN1CCN(CC(=O)Nc2ccc(F)cc2)CC1)NCC1(N2CCOCC2)CCCCC1
 : -16	14	2	-3	-10	4	4	1	27	1	4
- CC1C(=O)N2CCCc3cc(NS(=O)(=O)c4ccc([N+](=O)[O-])cc4)cc1c32 (stereo not given)
 : -17	12	-1	9	3	-1	4	0	-2	-2	-5
- O=C(CSc1nnc(-c2ccco2)n1-c1ccccc1)N1CCOCC1
 : 27	-3	-7	11	0	0	6	2	8	1	2
- COc1ccccc1N1CCN(C(=O)COc2cc(C)cc(C)c2)CC1
 : 6	-1	-1	-1	-6	2	-8	15	-13	3	2
- CCN(CC)C(=O)CSc1nc2cc3c(cc2c(=O)n1CCCCCC(=O)NCc1ccc(OC)cc1)OCO3
 : -4	17	0	-3	3	6	-20	2	10	34	-5
- COc1cc(OC)cc(-c2cc(N)n(S(=O)(=O)Cc3ccccc3)n2)c1
 : -36	-1	-10	0	-2	-8	15	1	21	-10	-3
- Nc1nnc(SCC(=O)Nc2cccc(Cl)c2)s1
 : 3	2	-18	-14	-2	-13	-3	2	-8	4	12
- COCc1cc(C)nc(SCc2nc3ccccc3c(=O)[nH]2)c1C#N
 : 0	-4	-9	7	7	5	-4	8	-8	-3	3
- CC1(C(=O)OCC(=O)NC(=O)c2ccccc2)CC1(Cl)Cl (stereo not given)
 : -12	1	-15	-20	-4	-5	-21	0	-12	-3	-8
- COc1cccc(CN2CC(C(=O)N3CCCCCC3)CCC2=O)c1 (stereo not given)
 : 0	3	-13	0	3	-11	-5	1	-13	3	-2
- O=C(O)CC[C@@H](C(=O)O)N1C(=O)c2ccccc2C1=O
 : -1	-11	-7	-18	-5	-3	19	6	-3	-3	-2
- C=CCSc1nc(=O)n2ccccc2n1
 : 12	-4	-9	9	18	6	-9	-19	-9	0	-3
- CC1(C)CC2CC(C)(CN2CC(O)COc2ccccc2)C1 (stereo not given)
 : -4	9	-4	-3	4	-5	6	0	5	-1	0
- COC(=O)c1ccc(NC(=O)CSc2nnc(CNc3ccc(OC)cc3)n2C)cc1
 : -16	-10	-46	0	-2	1	-35	-8	-15	-3	-4
- CCOC(=O)C1=C(C)NC(=S)N(C(C)=O)C1c1ccccc1 (stereo not given)
 : 9	11	26	-9	2	-4	18	8	6	-2	2
- CCOc1ccc(C(=O)N(C)C2CCS(=O)(=O)C2)cc1 (stereo not given)
 : 6	3	-15	-11	-1	7	-3	-11	2	-1	1
- CCN(CC)c1nc(N2CCOCC2)c(C#N)c2c1CN(C)CC2
 : -18	-1	-6	1	14	1	3	4	2	1	-1
- CC(Sc1ccc2c(c1)OCCO2)C(=O)Nc1ccc(N2CCOCC2)cc1 (stereo not given)
 : -54	1	-8	-17	-2	-3	-7	-7	-10	5	-6
- O=C1CC(c2ccco2)=Nc2ccccc2N1
 : -5	-13	-16	4	-6	-7	2	-1	-13	2	3

# (more compounds)
# Each structure is followed by: NCOA2 inhibitor	SRC3 inh	TROY signal inh	NR5A2 inv ag	TLR9-MyD88 block	NOD2 RIPK2 PPI	TWEAK-Fn14 inh	SRC1 inh	COUP-TFII inh	Exocytosis inh	ABHD5 PLIN5 PPI
- COc1ccc(CN2CCN(C(=O)c3ccco3)CC2)cc1OCc1ccccc1
 : 1	5	nt	8	1	-5	-12	5	22	-4	0
- COC(=O)c1cc(C)nc(Nc2nc(C(N)Cc3ccc(Cl)cc3)cs2)n1 (stereo not given)
 : 18	-11	-6	-5	nt	2	-5	3	-8	5	6
- O=C(CCC(=O)c1cccs1)NCc1ccc(F)cc1
 : -9	-6	-34	13	4	-1	8	-16	1	3	4
- O=C(COc1coc(CN2CCc3ccccc3C2)cc1=O)Nc1ccc(Cl)cc1
 : -2	-24	-12	-26	-9	6	26	-11	-18	4	5
- NS(=O)(=O)c1ccc(Nc2nc(-c3ccc(O)cc3O)cs2)cc1
 : -16	19	-5	1	3	-13	-11	8	2	4	-22
- CCOC(=O)N1CCN(C(=O)CN(c2cc(Cl)ccc2OC)S(=O)(=O)c2ccccc2)CC1
 : -26	-41	12	-10	1	9	11	4	-16	-10	-7
- CN1CCN(c2ccc(S(=O)(=O)N3CCOCC3)cc2)CC1
 : -49	18	0	14	3	-2	6	10	12	-2	-2
- COCc1nnc(NC(=O)c2cccc(NC(=O)c3ccccc3)c2)s1
 : 1	4	-27	7	-1	-20	-7	0	-7	5	-1
- COc1ccccc1/C=C/C=N/n1c(-c2ccc(F)cc2)n[nH]c1=S
 : -58	2	-8	5	nt	-5	-38	-10	10	-2	52*
- C=CCN(CC=C)Cc1cc(=O)oc2cc(C)c(C)cc12
 : -9	-2	15	12	nt	-1	-13	2	-5	-7	2
- O=C(COc1ccc(S(=O)(=O)Nc2ccccc2)cc1)NCc1ccccn1
 : -8	13	8	-5	-10	-5	2	10	1	26	2
- Cc1ccc2c(C)nc(N/C(N)=N/S(=O)(=O)c3ccccc3)nc2c1
 : -4	3	-29	2	-19	-1	-14	-5	-4	-1	-1
- O=C(O)c1sccc1SCc1ccc(Cl)c(Cl)c1
 : 15	1	-31	-12	9	0	-6	-18	10	-2	3
- CC(=O)c1ccc(NC(=S)NCCc2ccc(S(N)(=O)=O)cc2)cc1
 : -21	-19	-44	-24	-6	3	12	-23	-16	-2	6

# Assay outcomes (PubChem BioAssay)
